LYP phosphatase – inhibitors of LYP phosphatase, biochemical, fluorescence intensity, uHTS (AID 1779). Tyrosine-protein phosphatase non-receptor type 22 (Homo sapiens). recombinant LYP phosphatase, fluorescence intensity; higher % means a stronger effect. inhibition, % at 11.5 µM, or IC50 in µM where a hit was titrated. 290,000 tested, 0.054% active; in the data active = inhibition above about 50%;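 also: plate controls were vehicle with enzyme for no effect and no enzyme for full effect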
MgcRacGAP inhibition – MgcRacGAP GTPase-activating activity inhibitors, confirmation, biochemical, ADP Hunter fluorescence | Rac GTPase-activating protein 1 (Homo sapiens) | MgcRacGAP-stimulated Rac1 GTP hydrolysis, ADP Hunter fluorescence; higher % means a stronger effect; GST-tagged Rac1 F28L mutant substrate | inhibition, % at 30 µM; hits with a dose series show IC50 in µM | 340,000 tested, 0.6% active;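 active = first-screen hits whose inhibition reached a set limit at any dose in the follow-up dose series; inconclusive = inhibition above the set first-screen limit but never retested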;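 also: fluorescence reports GDP produced by GAP-driven GTP hydrolysis; strong numbers were not always called active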
Large T inhibition – SV40 large T antigen inhibitors, biochemical (AID 1903) | one-dose inhibition, % at 20 µM; IC50 in µM for titrated hits | SV40 large T antigen ATPase/helicase inhibition assay; higher % means a stronger effect | 310,000 tested, 0.39% active; in the data active = a potency from the dose series; inconclusive = inhibition mostly from about 32% at the one dose, without a potency; inactive = the rest, 99 in 100 with inhibition below about 32%; also: strong numbers were not always called active
West Nile virus CPE – West Nile virus antiviral activity, cell-based, CPE readout (AID 1621); West Nile virus-infected cells, CPE inhibition; higher % means a stronger effect; one-dose CPE inhibition, % at 10 µM; IC50 in µM for titrated hits; 290,000 tested, 0.02% active; in the data active = a potency from the dose series; inconclusive = CPE inhibition mostly from about 3.7% at the one dose, without a potency; inactive = the rest, 99 in 100 with CPE inhibition below about 2.2%; also: strong numbers were not always called active
GPR35 arrestin U2OS – GPR35 antagonists blocking zaprinast-driven arrestin recruitment, primary screen, imaging, U2OS, beta-arrestin-GFP, zaprinast agonist (AID 2058). 290,000 tested, 0.052% active. U2OS GPR35 beta-arrestin-GFP translocation imaging, zaprinast antagonism; higher % means a stronger effect. one-dose inhibition, % at 10 µM; IC50 in µM for titrated hits;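 active = inhibition of at least 50% with at least 30 cells and total cytoplasm GFP at most 10,000,000; inconclusive = under 30 cells or total GFP of 10,000,000 plus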
Dengue-2 NS5 capping – Dengue-2 NS5 methyltransferase inhibitors, primary screen, biochemical, confirmation dose response (AID 588689); Genome polyprotein (Dengue virus type 2 (strain 16681-PDK53)); Dengue-2 NS5 methyltransferase capping enzyme assay, biochemical; higher % means a stronger effect; inhibition, % at 25 µM, or IC50 in µM where a hit was titrated; 340,000 tested, 0.3% active; in the data active = a potency from the dose series; inconclusive = inhibition above about 29% without an active follow-up result
ER stress rescue – rescue of cells from ER stress-induced death, primary screen, 384-well, CSM14.1, thapsigargin, ATP luminescence (AID 1222) | CSM14.1 thapsigargin-induced death rescue, ATP luminescence; higher % means a stronger effect | cellular ATP content (survival), % at 20 µM, or EC50 in µM where a hit was titrated | 190,000 tested, under 10 active;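 active = EC50 below 50 µM in the dose-response confirmation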;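 also: death triggered by thapsigargin at about 15 µM added after 2 h compound pretreatment; cell ATP read after overnight thapsigargin exposure of roughly 18 to 22 hours; normalized against plate controls of thapsigargin alone and 5% DMSO vehicle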
RSV antiviral HEp-2 – RSV antiviral activity via CPE protection, HEp-2 cells, primary 10 µM value included (AID 2391). HEp-2 cells, RSV-induced CPE inhibition; higher % means a stronger effect. CPE inhibition, % at 10 µM; hits with a dose series show IC50 in µM. 310,000 tested, 0.13% active; in the data active = a potency from the dose series; inconclusive = CPE inhibition mostly from about 23% at the one dose, without a potency; inactive = the rest, 99 in 100 with CPE inhibition below about 21%; also: strong numbers were not always called active
PhoP inhibition – inhibitors of PhoP regulon expression, primary screen, Salmonella Typhimurium, GFP reporter (AID 1863) | S. Typhimurium PhoP-regulated promoter GFP reporter, 4 h; higher % means a stronger effect | inhibition, % at 50 µM; hits with a dose series show IC50 in µM | 300,000 tested, 0.16% active;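 active = inhibition over 29.93%, a cutoff 3 SD above the screen mean, later confirmed by dose response; inconclusive = inhibition over 29.93% but no dose response follow-up; inactive = inhibition at most 29.93% or unconfirmed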;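 also: 0% = low Mg2+ inducing control and 100% = high Mg2+ repressing control; strong numbers were not always called active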
Dengue-2 NS5 capping pilot replicate – recorded beside Dengue-2 NS5 capping, whose call it bears; inhibition, %; measured here: pilot screen replicate inhibition
Starred values were filed as active, the others as inactive; ? = inconclusive; · = not tested or not shown. The order is random, and some 1.5% of all compounds hit somewhere here.

SMILES	LYP phosphatase	MgcRacGAP inhibition	Large T inhibition	West Nile virus CPE	GPR35 arrestin U2OS	Dengue-2 NS5 capping	ER stress rescue	RSV antiviral HEp-2	PhoP inhibition	others
O=C(C[n+]1cc(Br)cc(Br)c1)c1ccccc1	22%	0%	9%	-0.8%	-3%	-12%	·	0.9%	-2%
CCOc1ccc(OCC)c(NC(=O)c2ccc(CNc3c(N4CCCC4)c(=O)c3=O)cc2)c1	2%	6%	14%	0.6%	-4%	7%	·	14%	·
CC(C)C(NS(=O)(=O)c1c(Cl)cccc1Cl)C(=O)OCC(=O)c1c[nH]c2ccccc12 (stereo not drawn)	0%	-1%	0%	-1.4%	-11%	-3%	-1.3%	6.5%	7%
CC(=O)c1cccc(NC(=O)CCCNC(=O)c2ccc(Cl)cc2)c1	-9%	5%	7%	-0.5%	5%	-2%	·	0.8%	0%
COc1ccc(NC(=O)CCS(=O)(=O)c2ccc3nc(C)sc3c2)cc1OC	-11%	5%	19%	-0.1%	2%	-6%	·	1.5%	·
CC(C)CNc1nc(Oc2ccc(=O)n(-c3ccccc3)n2)nc(N2CCOCC2)n1	-1%	3%	4%	0.3%	-1%	5%	-0.1%	1.5%	6%
Cc1noc(NS(=O)(=O)c2ccc(N/C=C\C(=O)c3ccncc3)cc2)c1C	-5%	4%	14%	0.2%	4%	3%	-1.3%	0.4%	-11%
COc1ccccc1CNC(=O)C1CCC(CNc2c(N3CCCCC3)c(=O)c2=O)CC1 (stereo not drawn)	-4%	3%	-5%	0.4%	14%	-16%	·	-0.6%	0%
Cc1ccc(CNC(=O)CS(=O)CC(=O)O)cc1 (stereo not drawn)	-5%	5%	-1%	0.1%	7%	-8%	-2.6%	0.9%	-11%
Cc1ccc(NC(=O)Cc2ccc(-n3cccc3)cc2)c(C)c1	-5%	8%	3%	-0.6%	11%	6%	2.6%	3.0%	-14%
Cc1cc(C(=O)N2CCc3ccccc32)c2cc(F)ccc2n1	-3%	-6%	1%	-0.4%	2%	1%	-0.9%	2.3%	-8%
O=S(=O)(NCCc1ccccn1)c1ccc(F)c(F)c1	-5%	5%	5%	·	7%	-3%	-0.8%	1.6%	-14%

For convenience, part of the list above.
SMILES	LYP phosphatase	MgcRacGAP inhibition	Large T inhibition	West Nile virus CPE	GPR35 arrestin U2OS	Dengue-2 NS5 capping	ER stress rescue	RSV antiviral HEp-2	PhoP inhibition	others
O=C(C[n+]1cc(Br)cc(Br)c1)c1ccccc1	22%	0%	9%	-0.8%	-3%	-12%	·	0.9%	-2%
CCOc1ccc(OCC)c(NC(=O)c2ccc(CNc3c(N4CCCC4)c(=O)c3=O)cc2)c1	2%	6%	14%	0.6%	-4%	7%	·	14%	·

Continued:
SMILES	LYP phosphatase	MgcRacGAP inhibition	Large T inhibition	West Nile virus CPE	GPR35 arrestin U2OS	Dengue-2 NS5 capping	ER stress rescue	RSV antiviral HEp-2	PhoP inhibition	others
C=C(C)CNC(=S)N/N=C/c1ccc(NC(C)=O)cc1	6%	8%	6%	-0.3%	-10%	-6%	-0.5%	2.1%	8%
CSc1ccc(CNc2nnnn2C)cc1	1%	-7%	10%	0.4%	-5%	-7%	-1.1%	2.1%	-2%
Cc1ccc2nc(SCc3cccc([N+](=O)[O-])c3)nc(C)c2c1	-1%	6%	3%	-0.5%	6%	0%	-1.4%	18%	-6%
O=C(CCc1ccc(S(=O)(=O)N2CCOCC2)cc1)NCCc1ccccn1	2%	1%	4%	-0.5%	13%	-1%	6.0%	4.6%	5%
Cc1csc(SCC(=O)N(C)CC(=O)Nc2ccc(F)cc2)n1	-5%	8%	-4%	0.2%	1%	0%	0.6%	0.1%	2%
CC(C)CCNC(=O)CN(C(=O)Cn1nnc(-c2ccc(F)cc2)n1)C1CCCC1	3%	0%	12%	-0.5%	-7%	-1%	-0.6%	0.7%	11%
CCOC(=O)N1CCN(C(=O)c2ccccc2NC(=O)c2ccccc2Cl)CC1	-12%	0%	6%	-0.5%	-7%	1%	·	1.4%	3%
CC(OC(=O)c1oc2ccccc2c1COc1ccccc1)C(=O)NC(N)=O (stereo not drawn)	5%	3%	8%	0.4%	-16%	-5%	-1.2%	2.5%	-9%
O=C(NCc1ccco1)c1cnc2ccccn2c1=O	-1%	6%	16%	-0.1%	13%	-8%	-1.3%	1.4%	3%
Cc1ccccc1OCC(=O)N/N=C/c1ccc(N(C)C)cc1	2%	12%	9%	-0.5%	2%	-2%	·	4.7%	1%
Cc1ccc(Cn2c(SCC(C)C)nc3c2c(=O)[nH]c(=O)n3C)cc1	-4%	7%	6%	-0.2%	-4%	2%	-1.2%	0.5%	1%
COCCOc1ccc(C(F)(F)F)cc1NC(=O)COC(=O)c1cc([N+](=O)[O-])ccc1N1CCOCC1	-6%	6%	13%	-0.4%	3%	-1%	·	13%	-2%
Cc1ccc(C2CC2C(=O)NNC(=S)Nc2cccc(Cl)c2)cc1 (stereo not drawn)	-3%	12%	25%	0.0%	-4%	3%	-2.0%	15%	-5%
O=C(CSc1cccc2cccnc12)N/N=C/c1cccc(O)c1	-4%	3%	3%	0.2%	-7%	-8%	-0.4%	0.0%	3%
N#Cc1nc(COc2cccc(Cl)c2)oc1N1CCN(c2ccccc2)CC1	-2%	7%	9%	-0.9%	-2%	4%	1.6%	5.8%	-10%
COCCN1Cc2cccc(C(=O)Nc3c(C)cccc3C)c2C1=O	-7%	5%	1%	-0.3%	7%	-1%	0.2%	1.2%	-7%
O=C(c1ccccc1)c1ccc2c(c1)OCCOCCOCCO2	-5%	1%	16%	0.1%	1%	-4%	·	1.1%	-2%
COc1ccccc1NS(=O)(=O)c1cccc(C(=O)N/N=C/c2c(C)nn(-c3ccccc3)c2N2CCCC2)c1	3%	6%	8%	-0.9%	-13%	3%	-0.2%	?	46%
CC1(C)CC(NS(=O)(=O)OCC(Cl)(Cl)Cl)c2cc(C#N)ccc2O1 (stereo not drawn)	-7%	1%	2%	-1.7%	-2%	-2%	·	-3.9%	13%
Cc1cc(C(=O)COc2ccccc2C(N)=O)c(C)n1CC1CCCO1 (stereo not drawn)	-4%	8%	8%	-1.8%	-14%	1%	5.6%	-1.5%	1%
O=C(CN1C(=O)COc2ccc(Cl)cc21)N1CCCCC1	-6%	4%	9%	-0.7%	-1%	-1%	·	0.4%	2%
CC(C)C(=O)Nc1nnc(SCC(=O)NC2CC2)s1	-5%	1%	5%	0.3%	-5%	1%	2.4%	1.3%	4%
O=C(NC1CCCCC1)c1cccc(S(=O)(=O)N2CCCCC2)c1	-5%	3%	4%	-1.0%	5%	1%	·	0.7%	8%
CCn1c(/C=C/c2ccccc2[N+](=O)[O-])nc2ccccc2c1=O	-7%	0%	7%	-1.1%	-4%	-1%	-0.3%	1.2%	-3%
CCc1ccc2c(c1)C(=O)C(=O)N2CCS(=O)(=O)c1ccccc1	-10%	4%	10%	0.0%	-8%	-12%	·	0.8%	-2%
O=[N+]([O-])CC(=Nc1ccc(Cl)cc1)N/N=C\c1oc(O)c2ccccc12	3%	13%	10%	·	-15%	-2%	-3.1%	?	-10%
COc1cc(S(=O)(=O)Nc2ccc3cn[nH]c3c2)ccc1Cl	-2%	8%	9%	-0.7%	1%	·	0.9%	5.8%	4%
Cc1ccc(NC(=O)COC(=O)Cn2c(C)csc2=O)c([N+](=O)[O-])c1	·	-3%	9%	·	·	4%	·	1.1%	-8%
CN(CC(=O)Nc1ccccc1C(F)(F)F)C(=O)c1cc(Cl)nc2ccccc12	·	7%	17%	·	·	-1%	·	-0.7%	-2%
O=C(NCC1CCN(Cc2ccc(F)cc2)CC1)C1CCCN(c2ncnc3c2nc2n3CCCCC2)C1 (stereo not drawn)	-9%	8%	8%	0.0%	-10%	-8%	·	4.0%	-4%
COc1ccc(Cn2nnnc2C(c2ccccc2OC)N2CCC(C(N)=O)CC2)cc1 (stereo not drawn)	-1%	2%	-1%	-0.1%	-4%	0%	-1.0%	1.4%	-4%
Cc1ccc(C(=O)/C=C/c2ccc3c(c2)OCO3)o1	0%	3%	11%	-0.7%	16%	1%	-4.6%	5.9%	7%
O=C(N1CCCCC1)C12CC3CC(CC(C3)C1)C2	-6%	4%	7%	1.0%	-14%	-7%	-1.5%	4.9%	3%
O=C1N(c2ccccc2)C[C@@H]2C[C@@H](c3cccs3)N3CCC[C@@]123	-8%	12%	1%	-0.6%	-5%	4%	8.8%	5.0%	-3%
CC(CN1CCCCC1)C(=O)NN (stereo not drawn)	1%	0%	7%	-0.3%	5%	0%	-0.3%	-1.4%	2%
Cc1cccc(N2CCN(C(=O)CCS(=O)(=O)c3ccc4c(c3)NC(=O)CO4)CC2)c1C	-10%	12%	4%	-0.5%	0%	-5%	·	6.3%	11%
O=C(Cn1cnnn1)Nc1cccc(S(=O)(=O)N2CCCCC2)c1	0%	1%	5%	0.5%	18%	-16%	1.1%	2.5%	3%
COC(=O)C1=C(C)OC(N)=C(C#N)C1c1cc(OC)c(OCC(N)=O)cc1Cl (stereo not drawn)	-14%	3%	3%	0.4%	0%	-12%	-1.1%	1.9%	-18%	Dengue-2 NS5 capping pilot replicate=-2.6
O=C(CC1OC(=O)c2ccccc21)NC1CCCCC1 (stereo not drawn)	-2%	11%	2%	0.0%	7%	4%	0.4%	0.6%	8%
Cc1ccc(S(=O)(=O)Oc2ccc(/C=C(/NC(=O)c3ccccc3)C(=O)NCCC(=O)O)cc2)cc1	-1%	4%	9%	0.0%	14%	-2%	0.3%	-0.5%	0%
O=C(c1ccc(F)cc1)C(CCCCCC(CN1CCOCC1)C(=O)c1ccc(F)cc1)CN1CCOCC1 (stereo not drawn)	1%	·	10%	-0.9%	6%	·	-0.2%	-3.3%	13%
CC(=O)C1=C(O)C(=O)N(c2ccccn2)C1c1ccccc1[N+](=O)[O-] (stereo not drawn)	-7%	7%	-7%	1.1%	-4%	1%	·	1.0%	20%
CCn1c(=O)n(CC)c2cc(N3CCCC3)c(NC(=O)c3ccccc3F)cc21	1%	12%	-25%	0.6%	3%	-1%	·	-0.5%	-2%
CCC1CCC/C1=N\NC(=O)CCC(=O)Nc1ccccc1Cl (stereo not drawn)	-5%	10%	16%	0.0%	3%	-4%	0.5%	1.0%	-3%
COc1ccccc1NC(=O)CCSc1nnnn1C	-6%	7%	7%	·	8%	2%	-1.5%	0.7%	-6%
CCCCn1nnnc1NCc1cccnc1	-2%	3%	0%	0.0%	4%	-8%	·	1.5%	-5%
CCOC(=O)C1=C(C)N(CCCC(=O)O)C(=O)NC1c1ccccc1Cl (stereo not drawn)	·	·	11%	0.0%	·	·	·	0.0%	7%

Screens (PubChem BioAssay)
